# miR-122 sensor – miR-122 Renilla sensor signal increase in Huh7, primary screen, miR-122 inhibitor project, cell-based, single point, plate reader; Huh7 miR-122 Renilla luciferase sensor, 48 h; neutral wells = 0, positive control = 100; activation (reporter increase), % at 12.5 µM; 340,000 tested, 0.3% active;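 active means mean replicate activation score at least 90 and every replicate individually at or above 90; inconclusive means only one of the two criteria met; inactive means neither criterion met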;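 further: higher luciferase means less miR-122 activity so hits act as miR-122 inhibitors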
# PGC1a acetyl inh – inhibitors of PGC1a acetylation signal, primary screen, cell-based, U2OS, AlphaScreen, inhibitor mode; 350,000 tested, 0.17% active; AlphaScreen anti-acetyl-lysine; with virally co-expressed GCN5 acetyltransferase; inhibition, % at 15.6 µM;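 active means every replicate shows inhibition of at least 40%; inconclusive means mean inhibition at least 40% but some replicate below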;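 further: 0% = neutral control wells and 100% = positive control wells; some results beyond the cut were filed as inactive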
# Cneo AK release – Cryptococcus neoformans cell lysis inducers, primary screen, AK release luminescence, single concentration. 360,000 tested, 0.2% active. AID 651654, 2012. C. neoformans lysis, adenylate kinase release luminescence, 4 h; normalised: neutral wells 0, clomiphene wells 100. lysis activity, % at 15 µM;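 active means mean lysis activity across replicates of at least 80%, whatever share of replicates individually reach that level; inactive means mean lysis activity below 80%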
#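 Material: C. neoformans cells; Schedule: 4 h static compound exposure, 37 °C, read 1 h post-reagent; Measured by: adenylate kinase release luminescence; Read-out: signal increase indicating cell lysis; Controls: Clomiphene as positive lysis control.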
# PglD DTNB – C. jejuni PglD acetyltransferase inhibitors, primary screen, biochemical, DTNB colorimetric, single point | UDP-N-acetylbacillosamine N-acetyltransferase PglD (Campylobacter jejuni) | purified PglD enzyme, DTNB colorimetric CoA detection | inhibition, % at 12.5 µM | 360,000 tested, 0.098% active; in the data active means inhibition above about 16%, passing the limit was not always enough; inconclusive means no clear call, values can overlap the other calls; further: strong numbers were not always called active
# E-selectin induc – E-selectin induction in HUVECs, primary screen, imaging, HUVEC, immunofluorescence imaging, single point; 260,000 tested, 0.37% active; normalized: neutral wells 0, TNF-alpha wells 100; activation, % at 7.58 µM;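 active means mean E-selectin-positive cell signal at least 10% of the positive control, reached in at least 60% of replicates, without over 20% cell loss; inconclusive means no rule given, readout overlaps actives, possibly toxicity-flagged; inactive means the rest, including those meeting only one limit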;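 further: in these data hits start at about 27%; measured in HUVEC primary endothelial cells; signal is the percent of cells scored E-selectin positive by PE staining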
#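 Test system: HUVEC; input: 3,000 HUVEC/well; measured by: immunofluorescence imaging; read-out: % PE-positive cells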
# ERAP1 HTS inh – human ERAP1 aminopeptidase inhibitors, primary screen, biochemical, single point, plate reader; Endoplasmic reticulum aminopeptidase 1 (Homo sapiens), Q9NZ08; recombinant ERAP1, Leu-AMC fluorescence, 60 min; inhibition, % at 10.7 µM; 340,000 tested, 0.15% active; AID 652197, 2013;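 active means mean replicate inhibition of at least 30%, or all replicates individually reaching that 30% level; inactive means mean below 30% and not every replicate reaching it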;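 further: 0% = neutral control wells and 100% = L-leucinethiol positive control wells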
# Target sequence (Q9NZ08 whole entry, looked up): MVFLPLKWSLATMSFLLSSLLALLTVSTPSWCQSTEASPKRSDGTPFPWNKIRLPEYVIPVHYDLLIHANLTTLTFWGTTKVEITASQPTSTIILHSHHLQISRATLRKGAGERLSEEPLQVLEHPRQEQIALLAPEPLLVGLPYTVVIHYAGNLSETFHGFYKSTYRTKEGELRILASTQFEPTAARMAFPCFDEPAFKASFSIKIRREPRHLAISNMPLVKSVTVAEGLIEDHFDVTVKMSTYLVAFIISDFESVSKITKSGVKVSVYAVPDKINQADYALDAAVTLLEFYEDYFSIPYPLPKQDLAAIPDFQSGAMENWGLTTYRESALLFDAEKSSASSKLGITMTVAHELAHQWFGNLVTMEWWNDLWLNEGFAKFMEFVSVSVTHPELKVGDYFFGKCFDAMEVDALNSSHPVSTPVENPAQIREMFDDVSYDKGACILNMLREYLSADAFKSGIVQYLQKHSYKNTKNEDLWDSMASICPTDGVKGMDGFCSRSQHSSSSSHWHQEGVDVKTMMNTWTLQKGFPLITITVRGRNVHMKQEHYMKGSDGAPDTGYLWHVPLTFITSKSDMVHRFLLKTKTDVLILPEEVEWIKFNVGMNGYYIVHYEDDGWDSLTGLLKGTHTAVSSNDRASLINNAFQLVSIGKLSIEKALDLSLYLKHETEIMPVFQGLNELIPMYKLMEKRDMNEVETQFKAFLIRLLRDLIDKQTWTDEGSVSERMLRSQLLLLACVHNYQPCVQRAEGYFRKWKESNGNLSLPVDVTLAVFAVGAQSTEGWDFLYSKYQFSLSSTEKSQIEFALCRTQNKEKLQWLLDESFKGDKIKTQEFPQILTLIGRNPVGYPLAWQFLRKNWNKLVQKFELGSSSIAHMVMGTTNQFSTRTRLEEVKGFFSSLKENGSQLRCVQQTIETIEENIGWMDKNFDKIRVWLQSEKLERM
# RAD54 inh – inhibitors of human RAD54 branch migration, primary screen, biochemical, fluorescence, single point; DNA repair and recombination protein RAD54-like (Homo sapiens), Q92698; RAD54 Holliday junction branch migration, FAM/BHQ fluorescence; inhibition, % at 10.4 µM; 360,000 tested, 0.14% active;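 active means mean normalized replicate activity at least 40 and at least half of replicates scoring 40 or more; inconclusive means only one of the two criteria met; inactive means mean below 40 and under half of replicates reaching 40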;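 further: 0% = median of neutral control wells and 100% = median of positive control wells; inhibitors cause a drop in the FAM fluorescence signal; in these data hits start at about 50%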
# RAD52 inh – RAD52 DNA annealing inhibitors, primary screen, biochemical, FRET, single point, set 2. AID 651710, 2012. inhibition, % at 18.7 µM. 360,000 tested, 0.46% active. recombinant RAD52 DNA annealing, FRET fluorescence;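 active means every replicate showing at least 50% inhibition; inconclusive means mean inhibition at least 50% but not in every replicate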
# The depositor's hits bear a star; ? = inconclusive; . = not tested or not shown; [ ] = dose if it differs, or a comment.
SMILES,miR-122 sensor,PGC1a acetyl inh,Cneo AK release,PglD DTNB,E-selectin induc,ERAP1 HTS inh,RAD54 inh,RAD52 inh
NC(COCc1ccccc1)c1csc(NC(=O)Nc2cccc(C(F)(F)F)c2)n1 (stereo not given),-1,0,1,2,0.1,-1,1,-12
COc1cc(NC(=O)COc2ccccc2)ccc1NC(=O)c1ccco1,-2,1,3,-1,0.3,-7,1,-8
COc1ccccc1CNc1nc(-c2ccccc2CO)c2sccc2n1,0,.,-1,-4,-0.1,-5,-3,-13
CCN1CC(c2ccccc2)C(c2ccc(Cl)cc2)=N1 (stereo not given),-7,-9,-2,4,2.0,1,-11,-19
CCC(=O)N1CC2(CCN(Cc3nccs3)CC2)c2c(n(C)c3cc(OC)ccc23)[C@H]1CO,.,3,.,.,-0.1,-1,.,5
Cc1ccc(CC(NC(=O)c2ccccc2)C(=O)NC(CC(C)C)C(=O)O)cc1 (stereo not given),1,-3,.,.,.,3,.,-13
C[C@H]1CN([C@@H](C)CO)C(=O)Cc2cc(NC(=O)CCCCCC(=O)Nc3ccccc3N)ccc2O[C@@H]1CN(C)CC1CCCCC1,-12[16.7 µM],2,53,-1,0.3,0,-7,9
COCCNC(=O)CCCn1c(=O)c2cc(OC)c(OC)cc2n(CC(=O)Nc2ccc(F)cc2)c1=O,3,3,.,.,-0.3,.,.,-3
O=[N+]([O-])c1cccc(-c2ccc(CN3CCN(c4ccccc4)CC3)o2)c1,2,15,3,7,0.2,-5,-9,2
COc1ccc(C#Cc2ccc([C@@H]3[C@@H](CO)N4CCCCN(S(=O)(=O)c5cn(C)cn5)C[C@H]34)cc2)cc1,-3[16.7 µM],7,2,-1,-0.4,-1,3,2
CS(=O)(=O)Nc1ccc2c(c1)[C@@H]1C[C@@H](CC(=O)NCc3ccccc3F)O[C@@H](CO)[C@@H]1O2,-2[16.7 µM],-11,4,2,-0.3,1,2,-3
Cc1ccc2nc(Nc3ccc(Cl)cc3)c3nncn3c2c1,.,.,6,-3,.,6,-1,-17
CC(C)NC(=O)N1[C@H](CN(C)C(=O)c2ccncc2)[C@@H](c2ccccc2)[C@@H]1CO,0[16.7 µM],7,-1,-1,0.3,1,-8,7
Cc1c(C(=O)OCC(=O)N2C(C)CCCC2C)oc2ccccc12 (stereo not given),-7,.,1,-3,0.1,-1,-5,-5
CCN(CC)S(=O)(=O)c1cccc(NC(=O)COC(=O)CCC(=O)c2cccs2)c1,-1,.,1,-1,.,.,-5,.
Cc1cc(N/C=C/C(=O)c2ccccc2)ccc1Br,7,-12,-8,4,.,3,3,-42
O=C(Cc1ccccc1)N1C[C@H]2[C@@H](c3ccccc31)[C@H](CO)N2C(=O)Nc1ccc(F)cc1,4[16.7 µM],-4,-12,-3,0.1,.,5,-12
CC(=O)c1ccc([N+](=O)[O-])c(CS(=O)(=O)c2ccccc2)c1,2,.,-2,-2,-0.4,2,6,0
O=[N+]([O-])c1ncccc1OCc1ccc(Cl)c(Cl)c1,-9,-4,4,0,-0.1,2,-1,-15
CO[C@H](CN(C)S(=O)(=O)c1ccc(F)cc1)[C@@H](C)CN(C(=O)Nc1ccccc1F)[C@@H](C)CO,.,5,7,2,0.2,-6,6,1
CCOc1ccc(-c2noc(-c3csc([C@@H]4O[C@H](CO)[C@H](O)[C@H](O)[C@H]4O)n3)n2)cc1,4,15,-3,0,-0.1,-1,6,-3
C[C@@H]1CN([C@H](C)CO)C(=O)c2cc(C#Cc3cccnc3)cnc2O[C@H]1CN(C)Cc1ccc(F)cc1,.,-20,2,5,-0.1,.,-5,4
C=CC[C@H](CC(=O)NCCO)C(=O)N[C@H](COC(=O)[C@@H](CC=C)CC(=O)OC(C)(C)C)Cc1ccccc1,.,.,0,0,0.0,-4,-10,-16
O=c1cc(-c2ccccc2)c2cc(Cl)ccc2[nH]1,.,-1,14,-4,-0.1,-2,-9,-9
O=C(Nc1ccc(F)cc1)N[C@@H]1CC[C@@H](CC(=O)N2CCOCC2)O[C@H]1CO,-1[16.7 µM],1,-1,-1,0.2,-1,0,9
CC1CCN(c2nncc3ccccc23)CC1,-5,4,0,2,.,2,2,-21
O=C(C[C@H]1C=C[C@H](NC(=O)c2ccccc2)[C@H](CO)O1)NCc1ccncn1,.,18,-7,2,0.3,-1,8,-19
CCc1ccc(NS(=O)(=O)c2ccc3c(c2)oc(=O)n3C)cc1,15,-14,1,-5,11,-4,-12,-7
Cc1ccc(N(CC(=O)NN=C2CCN(C)CC2)S(=O)(=O)c2ccccc2)c(C)c1,-1,13,-2,-4,0.0,-2,0,8
O=C(Nc1cc(F)cc(F)c1)c1ccc(NCCc2ccccc2)c([N+](=O)[O-])c1,2,4,-1,-3,.,.,-14,.

# Reprinted from the part before: 4 compounds, followed by the next part.
SMILES,miR-122 sensor,PGC1a acetyl inh,Cneo AK release,PglD DTNB,E-selectin induc,ERAP1 HTS inh,RAD54 inh,RAD52 inh
O=C(C[C@H]1C=C[C@H](NC(=O)c2ccccc2)[C@H](CO)O1)NCc1ccncn1,.,18,-7,2,0.3,-1,8,-19
CCc1ccc(NS(=O)(=O)c2ccc3c(c2)oc(=O)n3C)cc1,15,-14,1,-5,11,-4,-12,-7
Cc1ccc(N(CC(=O)NN=C2CCN(C)CC2)S(=O)(=O)c2ccccc2)c(C)c1,-1,13,-2,-4,0.0,-2,0,8
O=C(Nc1cc(F)cc(F)c1)c1ccc(NCCc2ccccc2)c([N+](=O)[O-])c1,2,4,-1,-3,.,.,-14,.
CO[C@H]1CN(C)C(=O)c2ccc(NC(=O)C3CC3)cc2OC[C@H](C)N(C(=O)c2cccnc2)C[C@@H]1C,.,-6,2,2,0.6,-1,0,-6
COc1ccccc1C(=O)Oc1ccc2c(c1)O/C(=C\c1ccncc1)C2=O,.,3,0,-4,0.0,2,-32,-19
CC(=O)c1ccc2c3c(ccc([N+](=O)[O-])c13)CC2,-3,.,0,0,-0.3,3,-1,-12
Cc1nc2c(ccc3nc(NC(=O)c4ccc(S(=O)(=O)N(C)C)cc4)sc32)s1,-4,7,-1,6,.,-2,19,-9
CCOC(=O)c1[nH]c2c(c1-c1ccc(OC)cc1)C(=O)CC(c1ccc(OC)c(OC)c1)C2 (stereo not given),-5,-4,-1,9,-0.1,-3,-14,-70
COc1ccccc1S(=O)(=O)N1CC[C@@H]2[C@H]1c1cc(-c3ccc(C#N)cc3)ccc1N[C@@H]2CO,-1[16.7 µM],2,-5,3,-0.3,0,-11,-40
C[C@H](CO)N1C[C@H](C)[C@@H](CN(C)Cc2ccc(C(=O)O)cc2)Oc2c(NC(=O)c3nc4ccccc4s3)cccc2C1=O,5[16.7 µM],3,-3,-2,0.0,2,6,-13
COc1cc(C(=O)N2CCCCC2c2cc(C(=O)NCc3cccnc3)no2)cc(OC)c1C (stereo not given),1,0,2,-3,-0.2,6,-5,3
CCCNC(=O)NC(=O)COc1c(F)c(F)cc(F)c1F,2,9,8,-7,.,.,0,.
CO[C@H]1CN(C)C(=O)c2cc(NS(=O)(=O)c3ccc(C)cc3)ccc2OC[C@@H](C)N(C(=O)NC(C)C)C[C@@H]1C,.,-6,97*,1,-0.1,1,5,-4
Cc1ccc(CNC(=O)CCS(=O)(=O)c2ccc3c(c2)oc(=O)n3C)cc1,-1,-5,4,-1,.,-2,-8,-4
Fc1cccc(Cl)c1CSC1=NCCS1,-10,-8,0,8,0.8,3,-3,-5
C[C@@H]1CC=C[C@H]2[C@H]1C(=O)N(Cc1ccccc1)[C@H]2c1ccc(-c2ccc(N(C)C)cc2)cc1F,-4,.,-1,4,0.2,3,-5,-38
COc1ccc(N2CC(C(=O)N3CCN(S(=O)(=O)c4ccc(F)c(F)c4)CC3)CC2=O)c(OC)c1 (stereo not given),-21,1,4,1,-0.3,0,-8,-1
O=C(Cc1ccc(Br)cc1)Nc1ccc(Cl)cc1,-3,-15,.,.,.,-1,.,-4
COc1ccccc1C(=O)Nc1ccc(S(=O)(=O)N2CCc3ccccc32)cc1,-2,0,-2,0,.,8,-1,-4
CCCCOC(=O)CSc1nnc(-c2cc(OC)c(OC)c(OC)c2)o1,1,.,3,5,.,.,-2,.
CO[C@H]1CN(C)C(=O)c2ccc(NC(C)=O)cc2OC[C@H](C)N(Cc2nccs2)C[C@H]1C,-1[16.7 µM],-17,-1,2,-0.2,-1,-11,24
Cn1c(=O)c2c(SCC(=O)NC3CCCC3)nc(CC(C)(C)C)nc2n(C)c1=O,-10,.,0,2,-1.0,-2,-11,-23
O=C(Nc1ccc(Br)cn1)c1ccc(Br)s1,22,3,-4,8,1.0,2,9,-19
CN(C[C@@H]1N[C@H](CO)[C@H]1c1ccc(C2=CCCC2)cc1)C(=O)c1cccc(F)c1,14[16.7 µM],-9,4,4,0.0,.,-1,.
C[C@H]1CN([C@@H](C)CO)C(=O)c2cccc(NC(=O)Nc3ccc(F)cc3)c2O[C@@H]1CN(C)C(=O)NC1CCCCC1,-1[16.7 µM],4,3,-1,69*,1,-1,14
C[C@H]1CN([C@@H](C)CO)C(=O)c2cccc(NC(=O)c3ccncc3)c2O[C@@H]1CN(C)Cc1ccncc1,0[16.7 µM],9,-2,-1,0.1,0,-13,-4
O=C(N/N=C/c1cc([N+](=O)[O-])ccc1O)c1ccncc1,-6,3,.,.,1.7,.,.,-4
CN(CC(=O)Nc1cccnc1)S(=O)(=O)c1ccccc1,-15,8,-2,-4,.,.,-2,.
CCCCCCN1C[C@H](n2cc(C3CC3)nn2)[C@@H](O)C[C@@H]1c1ccccc1,-3,-4,.,.,-0.1,6,.,2
CC(=O)c1sc(NC(=O)C=C(C)C)nc1C,-6,-10,3,-7,.,.,-7,.
O=C(CCC(=O)OCC(F)(F)C(F)F)NCc1ccccc1,-1,0,-1,6,.,.,-2,.
FC(F)(F)c1cccc(Oc2ccc3c(C(F)(F)F)cc(C(F)(F)F)nc3n2)c1,0,16,-2,4,.,1,-6,11
COc1cc(OC)c(C(=O)Nc2ccc(N(C)C)cc2)cc1OC,-3,1,-1,3,.,.,11,.
Cc1ccc(O)c(-c2cc(C(=O)NCc3ccncc3)[nH]n2)c1,19,10,-2,3,.,.,0,.
CCOc1ccc(S(=O)(=O)NCc2cccnc2)cc1NC(=O)c1ccccc1F,20,3,0,-1,0.2,-2,-4,-9
COCCCNc1nc2ccccc2nc1NS(=O)(=O)c1ccc(C)c(C)c1,54,-7,0,1,-0.1,.,.,-13
COC(=O)C(Cc1ccccc1)NC(=O)CCNC(=O)c1ccco1 (stereo not given),1,0,1,-2,.,-2,-7,-12
CCOC(=O)C1C(=O)CC(C)(O)C(C(=O)OCC)C1c1ccc(C)s1 (stereo not given),-3,-4,7,-1,.,.,-7,.
C[C@@](Cc1ccc(O)c(O)c1)(NN)C(=O)O,-17,?,0,-1,-0.1,-3,-7,-2

# Rows were taken by chance; any-hit rate near 1.4%.
